Bioassay records deposited in PubChem by several laboratories.
Thrombin inh = thrombin (human) inhibition; P00734; alpha-thrombin, Boc-VPR-AMC fluorogenic substrate cleavage; inhibition, % at 5 µM; 0.26% of 220,000 active;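 active = inhibition at or above 40%; inactive = inhibition below 40%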;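 note: 0% = enzyme with no compound and 100% = wells without enzyme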
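Test system: human alpha-thrombin; medium: pH 7.5 Tris-saline with Tween 20; times: reaction at room temperature; signal: AMC fluorescence at 355 nm excitation and 460 nm emission; also added: Boc-VPR-AMC substrate, 15 µM final; dosing: one concentration per compound, 5 µM, with 0.2% DMSO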
Furin inhibitor = human furin inhibition; P09958; inhibition, % at 30 µM; 0.061% of 220,000 active; AID 463115; purified furin, fluorogenic substrate cleavage; in the data active = inhibition above about 25%; note: inactives centre near -15
p97 ATPase inh = human p97 ATPase inhibition. inhibition, % at 8 µM. 0.42% of 220,000 active. P55072. AID 1481. recombinant p97 ATPase, Kinase-Glo ATP luminescence, 3 h; in the data active = inhibition above about 15%;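 note: 0% = DMSO vehicle and 100% = wells lacking enzyme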
Target sequence (P55072 whole entry, looked up): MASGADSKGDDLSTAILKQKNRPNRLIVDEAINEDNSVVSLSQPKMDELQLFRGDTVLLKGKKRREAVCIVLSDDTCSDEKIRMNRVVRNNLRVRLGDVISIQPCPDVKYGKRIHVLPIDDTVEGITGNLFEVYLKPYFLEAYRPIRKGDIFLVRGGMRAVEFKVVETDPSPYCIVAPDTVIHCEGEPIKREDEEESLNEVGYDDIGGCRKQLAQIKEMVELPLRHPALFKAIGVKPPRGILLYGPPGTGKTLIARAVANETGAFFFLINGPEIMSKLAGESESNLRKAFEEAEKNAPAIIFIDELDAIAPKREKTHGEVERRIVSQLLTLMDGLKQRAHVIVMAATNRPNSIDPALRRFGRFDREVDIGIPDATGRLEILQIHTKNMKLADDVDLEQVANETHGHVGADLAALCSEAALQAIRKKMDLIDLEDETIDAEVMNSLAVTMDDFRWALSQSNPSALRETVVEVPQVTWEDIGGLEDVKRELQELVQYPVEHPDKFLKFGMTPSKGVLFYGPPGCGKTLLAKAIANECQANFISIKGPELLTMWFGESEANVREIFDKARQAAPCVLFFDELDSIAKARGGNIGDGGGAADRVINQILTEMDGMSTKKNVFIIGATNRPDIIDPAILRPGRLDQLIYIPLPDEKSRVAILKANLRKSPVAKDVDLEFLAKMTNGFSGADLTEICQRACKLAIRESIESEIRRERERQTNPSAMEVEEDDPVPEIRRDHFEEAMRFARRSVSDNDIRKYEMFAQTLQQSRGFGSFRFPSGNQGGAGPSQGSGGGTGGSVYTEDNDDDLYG
KCC2 mod = modulates chloride dependent transport by human KCC2. 2.2% of 190,000 active. KCC2 cells, thallium flux FluoZin-2 fluorescence. B-score of Tl+ flux slope (higher = more flux/activation; lower = inhibition) at 10 µM. Q9H2X9;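 active = thallium flux slope and its plate-corrected score both differing from the plate sample mean at a set confidence after two filtering rounds, in either direction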;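 note: slope of fluorescence scaled to starting intensity during 10 to 20 s after thallium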
PERK inh = blocks human PERK kinase | Q9NZJ5 | CHO PERK-DD fusion, SEAP luminescence translation reporter | inhibition, % at 5.6 µM | 0.17% of 220,000 active | AID 1416;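 active = inhibition above the mean inhibition of all tested compounds plus 3 SD, set separately per screening campaign, cut at about 2.9% in these data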;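 note: PERK kinase domain activated by AP20187 dimerizer at 100 nM; 0% = DMSO with dimerizer and 100% = rapamycin at 8.4 µM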
FXIIa inh = inhibitors of human coagulation factor XIIa; purified FXIIa, Boc-QGR-AMC fluorogenic substrate, 2 h; 0.3% of 220,000 active; P00748; inhibition, % at 5 µM; in the data active = inhibition above about 40%;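 note: 0% = enzyme with no compound and 100% = blank without enzyme; many of its hits are not listed in these tables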
FXIa inh 1536 = factor XIa (human) inhibition; purified FXIa, Boc-Glu-Ala-Arg-AMC fluorogenic substrate; inhibition, % at 5 µM; P03951; AID 798; 0.14% of 220,000 active;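 active = inhibition of at least 40%; inactive = inhibition below 40%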;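 note: fluorescence of freed AMC excited at 355 nm; 0% = enzyme without compound and 100% = no enzyme blank; many of its hits are not listed in these tables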
Wee1 degr inh = blocks degradation of human Wee1 kinase; 1.2% of 220,000 active; P30291; HeLa Luc-Wee1K328M stability, luciferase luminescence; 100% = proteasome inhibitor MG132 effect; reporter increase, % at 5 µM;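 active = activation above the mean of all tested compounds plus 3 SD, set per screening run, cut at about 8.8% in these data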;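 note: cells exposed to compound for 20 h before luminescence read; 0% = DMSO alone and 100% = MG132 at 30 µM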
hK5 inh = blocks human kallikrein 5 protease activity | Q9Y337 | recombinant hK5, fluorogenic AMC substrate cleavage | inhibition, % at 5 µM | 0.59% of 210,000 active;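 active = inhibition of 40% or more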;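 note: 0% = enzyme controls without compound and 100% = no-enzyme blanks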
An asterisk follows results filed as active; x = not tested or not shown; & = joins results of further samples; [ ] = remark or other dose.

no. | Molecule | Thrombin inh | Furin inhibitor | p97 ATPase inh | KCC2 mod | PERK inh
1 | Cc1ccc(C)n1CCN1CCN(CC(=O)Nc2cc(C(F)(F)F)ccc2Cl)CC1 | 3 | -8 | -3 | -0.64 | -0.6
2 | CC(C)COc1ccc(-c2cc(C(=O)NN)[nH]n2)cc1 | -3 | -17 | 9 | 1.3 | 0.2
3 | Cc1cc(O)c(NC(=O)c2ccc(C)c([N+](=O)[O-])c2)cc1C | 3 | -4 | 3 | 0.75 | 0.7
4 | CCN(CC)C(=O)c1cccc(-c2ccc(OC)cc2)c1 | -5 | 11[20 µM] | -5 | 0.81 | -0.8
5 | O=C(Nc1cccc(F)c1)c1ccc(S(=O)(=O)N2CCCC2)cc1 | -7 | -22 | -5 | x | 0.6
6 | Cc1cc(NC(=O)CSc2nc3cc(Cl)ccc3s2)no1 | -2 | -6[20 µM] | 2 | 0.85 | 0.5
7 | O=C(Nc1ccc(Cl)cc1)Nc1ccccc1Sc1ncc([N+](=O)[O-])s1 | 0 | -9 | 11 | 2.6 | 0.2
8 | CCn1nc(C)c(NC(=O)/C=C/c2ccc(OC)c(COc3ccc(Br)cc3)c2)c1C | -1 | -14[20 µM] | -8 | -0.62 | -0.5
9 | O=C(Nc1ccc2nc3ccccc3nc2c1)c1ccccc1 | -4 | -27 | 8 | -0.54 | 0.5
10 | CCOC(=S)SCc1cn2ccccc2n1 | 2 | -12 | 3 | -0.22 | 0.6

no. | FXIIa inh | FXIa inh 1536 | Wee1 degr inh | hK5 inh
1 | 19 | 5 | 0 | -3
2 | 8 | 4 | -1 | -1
3 | 3 | -2 | 2 | -2
4 | -2 | -8 | 0 | -37
5 | 18 | -5 | 0 | -1
6 | 5 | -5 | 0 | 0
7 | 5 | 1 | -1 | 3
8 | 13 | 2 | -2 | 3
9 | 3 | 7 | 2 | -1
10 | -1 | -6 | -2 | -26

Next part.
no. | Molecule | Thrombin inh | Furin inhibitor | p97 ATPase inh | KCC2 mod | PERK inh
11 | CCN1C(=O)/C(=C2/C=CC=CN2C)OC1=S | 4 | -18 | 4 | 1.5 | 0.8
12 | Cc1cc(C)c2c(c1)/C(=N/NS(=O)(=O)c1ccccc1)CCC2 | -5 | -13[20 µM] | 2 | 0.047 | -0.6
13 | CCOC(=O)Nc1ccc2c(c1)N(C(=O)OCCN(C)C)c1ccccc1CC2 | -9&4 | -26&-21 | 4&11 | 0.56&0.044 | 0.1&0.8
14 | CCCNC(=O)c1onc(CSc2ccccn2)c1C(=O)NCCC | 1 | -23 | x | 0.12 | x
15 | Cc1ccc(S(=O)(=O)N(C)CC(=O)OCC(=O)N2CCN(c3ccccc3)CC2)cc1 | 0 | -7 | 1 | 0.058 | 1.0
16 | Cc1c(NC(=O)C(C)OC(=O)c2ccc([N+](=O)[O-])s2)c(=O)n(-c2ccccc2)n1C (stereo not drawn) | -31 | -2 | 9 | 0.19 | 0.3
17 | CSc1nc(C)cc(Oc2ccc(=O)n(C)n2)n1 | -8 | -18[20 µM] | 1 | 0.14 | -0.5
18 | Cc1ccc(S(=O)(=O)Nc2cnn(-c3ccccc3)c(=O)c2Cl)cc1 | -2 | -24 | -2 | -0.81 | 0.8
19 | COc1ccc(/C=C/C(=O)Nc2ccccc2C(F)(F)F)cc1OC | 0 | -27[20 µM] | 2 | x | 1.1
20 | O=C(OCC(F)(F)C(F)F)c1ccccc1C(=O)Oc1ccc(F)cc1F | -3 | -4 | 2 | x | 1.0

no. | FXIIa inh | FXIa inh 1536 | Wee1 degr inh | hK5 inh
11 | -7 | 5 | 2 | 1
12 | -5 | 2 | 0 | -12
13 | 4&8 | -9&3 | 0&-2 | 25&1
14 | 7 | 1 | x | 2
15 | 13 | 5 | -2 | -22
16 | 2 | -8 | 0 | -8
17 | 7 | -5 | 6 | 18
18 | 10 | -1 | 0 | 4
19 | 11 | 1 | 0 | 1
20 | 26 | 22 | 5 | -18

3 of the entries above in order of the KCC2 mod value, largest number first:
no. | Molecule | Thrombin inh | Furin inhibitor | p97 ATPase inh | KCC2 mod | PERK inh
14 | CCCNC(=O)c1onc(CSc2ccccn2)c1C(=O)NCCC | 1 | -23 | x | 0.12 | x
15 | Cc1ccc(S(=O)(=O)N(C)CC(=O)OCC(=O)N2CCN(c3ccccc3)CC2)cc1 | 0 | -7 | 1 | 0.058 | 1.0
12 | Cc1cc(C)c2c(c1)/C(=N/NS(=O)(=O)c1ccccc1)CCC2 | -5 | -13[20 µM] | 2 | 0.047 | -0.6

no. | FXIIa inh | FXIa inh 1536 | Wee1 degr inh | hK5 inh
14 | 7 | 1 | x | 2
15 | 13 | 5 | -2 | -22
12 | -5 | 2 | 0 | -12

(further entries)
no. | Molecule | Thrombin inh | Furin inhibitor | p97 ATPase inh | KCC2 mod | PERK inh
21 | COc1cc(C2C(C#N)=C(N)Oc3c2ccc2ccccc32)ccc1OCC(=O)Nc1ccc(C)cc1 (stereo not drawn) | 2 | -21 | 2 | 0.31 | 0.3
22 | O=[N+]([O-])c1cc(-c2nnc(Nc3ccccc3)c3ccccc23)ccc1N1CCOCC1 | 0 | -14 | 6 | -0.22 | 0.0
23 | CCCn1c2ccccc2c2nnc(SCc3[nH]c(=O)[nH]c3C(=O)CCCCC(=O)OCC)nc21 | -6 | -14 | -6 | -0.11 | -0.1
24 | C/C(N)=C(/C#N)C(=O)CSc1nn(-c2ccc(Cl)cc2)c(=S)s1 | -1 | -14 | -2 | -0.72 | 0.4
25 | O=C(COC(=O)c1c(Cl)cccc1Cl)NC1CCCCC1 | -2 | -13 | 3 | -0.25 | 1.4
26 | O=[N+]([O-])c1ccc2nc(CN3CCCCC3)[nH]c2c1 | 2 | -35 | -1 | 0.016 | 1.4
27 | O=C(CCC(=O)c1cccs1)NCc1ccc(F)cc1 | 7 | -16[20 µM] | 2 | -1.1 | 0.5
28 | O=C(NCCc1ccccc1)c1ccnc(/C=N/O)c1 | -1 | -23 | 5 | -0.2 | 1.0

no. | FXIIa inh | FXIa inh 1536 | Wee1 degr inh | hK5 inh
21 | 9 | 6 | 3 | -18
22 | 8 | 8 | -1 | 0
23 | 10 | 3 | 3 | -10
24 | 9 | 2 | 0 | 3
25 | 6 | -2 | -1 | -3
26 | 16 | 2 | 5 | 11
27 | 20 | -3 | 0 | -11
28 | 10 | -1 | 2 | -25

Compounds from the list above that contain four or more nitrogen atoms, in the order listed:
no. | Molecule | Thrombin inh | Furin inhibitor | p97 ATPase inh | KCC2 mod | PERK inh
1 | Cc1ccc(C)n1CCN1CCN(CC(=O)Nc2cc(C(F)(F)F)ccc2Cl)CC1 | 3 | -8 | -3 | -0.64 | -0.6
2 | CC(C)COc1ccc(-c2cc(C(=O)NN)[nH]n2)cc1 | -3 | -17 | 9 | 1.3 | 0.2
7 | O=C(Nc1ccc(Cl)cc1)Nc1ccccc1Sc1ncc([N+](=O)[O-])s1 | 0 | -9 | 11 | 2.6 | 0.2
14 | CCCNC(=O)c1onc(CSc2ccccn2)c1C(=O)NCCC | 1 | -23 | x | 0.12 | x
16 | Cc1c(NC(=O)C(C)OC(=O)c2ccc([N+](=O)[O-])s2)c(=O)n(-c2ccccc2)n1C (stereo not drawn) | -31 | -2 | 9 | 0.19 | 0.3
17 | CSc1nc(C)cc(Oc2ccc(=O)n(C)n2)n1 | -8 | -18[20 µM] | 1 | 0.14 | -0.5
22 | O=[N+]([O-])c1cc(-c2nnc(Nc3ccccc3)c3ccccc23)ccc1N1CCOCC1 | 0 | -14 | 6 | -0.22 | 0.0
23 | CCCn1c2ccccc2c2nnc(SCc3[nH]c(=O)[nH]c3C(=O)CCCCC(=O)OCC)nc21 | -6 | -14 | -6 | -0.11 | -0.1
24 | C/C(N)=C(/C#N)C(=O)CSc1nn(-c2ccc(Cl)cc2)c(=S)s1 | -1 | -14 | -2 | -0.72 | 0.4
26 | O=[N+]([O-])c1ccc2nc(CN3CCCCC3)[nH]c2c1 | 2 | -35 | -1 | 0.016 | 1.4

no. | FXIIa inh | FXIa inh 1536 | Wee1 degr inh | hK5 inh
1 | 19 | 5 | 0 | -3
2 | 8 | 4 | -1 | -1
7 | 5 | 1 | -1 | 3
14 | 7 | 1 | x | 2
16 | 2 | -8 | 0 | -8
17 | 7 | -5 | 6 | 18
22 | 8 | 8 | -1 | 0
23 | 10 | 3 | 3 | -10
24 | 9 | 2 | 0 | 3
26 | 16 | 2 | 5 | 11
